Assay outcomes from PubChem BioAssay.
Growth percent in the NCI-60 one-dose screen (48 h, 10 µM unless noted): 100 = growth as untreated, 0 = no growth, -100 = all killed.
MALME-3M: MALME-3M melanoma; 78,000 compounds, 5.8% hits; AID 1794766
MDA-MB-435: MDA-MB-435 melanoma | 82,000 compounds, 7.8% hits
SK-MEL-2: SK-MEL-2 melanoma. 77,000 compounds, 4.7% hits. AID 1794763
UACC-257: UACC-257 melanoma. 78,000 compounds, 4.4% hits. AID 1794764
LOX IMVI: LOX IMVI melanoma. 79,000 compounds, 7.4% hits
SK-MEL-28: SK-MEL-28 melanoma | 81,000 compounds, 4.1% hits | AID 1794761
SK-MEL-5: SK-MEL-5 melanoma | 80,000 compounds, 6.4% hits | AID 1794755
UACC-62: UACC-62 melanoma; 81,000 compounds, 5.4% hits
An asterisk follows results filed as active; . = not tested or not shown. The calls were made as follows: active = growth percent below 10; inactive = the rest.

SMILES	MALME-3M	MDA-MB-435	SK-MEL-2	UACC-257	LOX IMVI	SK-MEL-28	SK-MEL-5	UACC-62
O=C(O)CC(O)(c1ccccc1)c1ccccc1	113.6	102.2	102.4	85.2	106.0	103.5	93.3	93.2
COc1ccc(Nc2nc(N)nc3c2CCN(Cc2ccc(OC)cc2OC)C3=O)cc1	80.8	79.2	93.7	88.3	71.9	90.0	80.7	68.0
Cc1nc(-c2ccccc2)cc2c(O)c(C(=O)N/N=C/c3ccc(O)cc3O)[nH]c(=O)c12	102.8	98.3	101.1	91.4	92.6	105.0	110.9	106.2
CC/C=C\C/C=C/C=C1\CC=C(CCO)C1=O	110.5	91.3	82.9	69.8	96.8	104.9	99.2	94.6
CC(C)NC(=O)Nc1cccc(Cl)c1	.	102.4	103.6	92.7	98.0	114.6	96.6	92.4
Oc1ccc2ccccc2c1C(N=Cc1ccccc1)c1ccccc1 (configuration not stated)	89.5	106.7	95.2	97.6	95.6	97.3	95.6	88.5
O=C(Cn1cc(COn2nnc3ccccc32)nn1)Nc1cc(F)ccc1F	103.5	99.2	94.2	96.8	94.7	99.3	100.1	92.8
Cc1cc(S(=O)(=O)Nc2nn(-c3ccccc3)c(=O)[nH]2)c(SCc2ccccc2)cc1Cl	.	101.1	102.5	67.3	92.6	115.0	115.5	93.0
O=C(/C=C/c1cc(Cl)ccc1Cl)Nc1ncc(Cc2ccc(Cl)cc2)s1	49.0	-37.0*	24.4	49.1	-37.3*	52.6	5.4*	29.1
CCN1CCN(c2nc(C)cc(N(CCNc3ccnc4cc(Cl)ccc34)Cc3ccc4c(c3)OCO4)n2)CC1	-82.2*	-72.5*	-55.8*	.	-74.5*	-72.0*	-96.6*	44.9
COc1ccc(-c2nc3ccccc3[nH]2)cc1OC	119.3	108.4	109.1	142.0	95.7	100.4	93.9	93.5
NS(=O)(=O)c1cn(-c2ccc([N+](=O)[O-])c3nonc23)ccc1=O	.	110.9	97.3	98.5	94.5	114.2	104.1	88.1
O=S(=O)(O)c1ccc(O)c(N=Nc2ccc(O)cc2O)c1	76.3	100.3	99.3	88.1	104.5	106.9	104.0	100.8
CC(=O)c1ccc(Nc2nc(NCCO)nc(Nc3ccc(Cl)cc3)n2)cc1	93.5	59.4	95.2	88.4	87.9	95.2	74.9	78.0
COc1ccc(NC(=O)Nc2ccc(-c3cccnc3)cc2N2CCC(CO)CC2)cc1	67.2	26.0	73.6	46.6	71.9	18.7	-38.3*	68.7
COc1ccc2ccc3c(OC)ccc(CC[N+](C)(C)C)c3c2c1OC	87.6	100.2	107.2	105.6	100.5	99.4	115.5	96.6
NS(=O)(=O)Nc1ccc(C(=O)NC(C(=O)NO)c2ccc(-c3cc(F)c(F)c(F)c3)cc2)cc1 (configuration not stated)	100.9	93.9	110.1	99.1	96.6	106.3	105.2	98.2
O=[N+]([O-])c1cc(F)ccc1O	106.8	105.0	105.7	114.9	104.7	107.2	.	100.5
CCC(=O)Nc1ccc(OCc2nnc(-c3ccc(OC)cc3)o2)c(F)c1	135.7	97.1	104.7	105.9	91.0	112.1	99.7	88.6
CC(=O)Cc1cccnc1	102.9	109.8	115.5	96.8	99.9	113.3	100.9	95.6

Random excerpt: 2 compounds from above.
SMILES	MALME-3M	MDA-MB-435	SK-MEL-2	UACC-257	LOX IMVI	SK-MEL-28	SK-MEL-5	UACC-62
CCC(=O)Nc1ccc(OCc2nnc(-c3ccc(OC)cc3)o2)c(F)c1	135.7	97.1	104.7	105.9	91.0	112.1	99.7	88.6
O=S(=O)(O)c1ccc(O)c(N=Nc2ccc(O)cc2O)c1	76.3	100.3	99.3	88.1	104.5	106.9	104.0	100.8

Next section:
SMILES	MALME-3M	MDA-MB-435	SK-MEL-2	UACC-257	LOX IMVI	SK-MEL-28	SK-MEL-5	UACC-62
C=CCn1c(SCC(=O)Nc2ccc(C(=O)/C=C/c3ccc(OC)cc3)cc2)nnc1-c1cc(-c2ccc(S(C)(=O)=O)cc2)nc2ccccc12	97.5	88.5	106.9	108.5	95.6	106.2	80.5	68.3
NC(=O)c1cccc([C@@H]2O[C@H](CO)[C@@H](O)[C@H]2O)c1	103.1	105.7	102.8	97.7	91.5	62.1	97.4	88.6
Cc1ccc(C)c(C(C(N)=O)C(C)C)c1 (configuration not stated)	110.2	101.9	80.5	96.9	104.8	110.5	110.3	95.6
CS(=O)(=O)c1ccc(C(=O)N=Nc2c(O)[nH]c3ccc(Cl)cc23)cc1	97.5	97.8	103.4	115.9	93.8	109.9	101.6	105.7
O=C(/C=C/c1cn(-c2ccccc2)nc1-c1ccccc1)OCc1cn(-c2ccc(F)cc2)nn1	87.0	98.2	86.9	65.9	87.3	93.7	94.3	82.1
Cc1[nH]nc2c1C(c1cnn(C)c1)C(C#N)=C(N)O2 (configuration not stated)	95.8	101.5	93.8	98.3	94.9	109.5	104.7	111.5
CC(C)CCN(CCC(C)C)CC(O)c1ccc2ccc3ccccc3c2c1 (configuration not stated)	85.6	87.0	.	104.6	50.1	99.9	81.1	81.0
O=C(/C=C/c1ccco1)c1cccc([N+](=O)[O-])c1	119.2	103.7	95.0	98.8	98.2	115.7	102.1	95.0
COC(=O)c1nc(N)nc(C(=O)OC)c1C(=O)c1c(C)[nH]c2ccccc12	102.7	105.2	108.7	106.5	110.2	112.7	105.3	101.2
COc1cc2ccccc2cc1C(=O)NC(=S)Nc1ccc(-c2nc3ccccc3[nH]2)cc1	48.0	80.2	104.5	98.0	60.5	90.1	42.5	93.0
COC(CSCc1ccccc1)OC	121.1	94.6	108.2	106.7	102.0	102.5	104.9	.
COc1ccc(-c2cc(C(=O)N/N=C/c3c[nH]c4ccccc34)no2)cc1	96.2	73.5	95.1	105.3	79.3	106.5	97.1	86.5
Cc1ccc(-c2nc(N3CCCNCC3)c3oc(-c4ccccc4)nc3n2)cc1	-92.4*	-87.9*	-67.2*	-82.2*	-91.6*	-93.4*	-93.4*	-91.8*
Cc1ccc(Nc2nnc(-c3ccc(Cl)cc3)o2)cc1	.	97.3	119.9	105.5	103.7	100.6	99.2	101.7
CC(C)OC(=O)C#N	77.4	98.9	.	99.4	101.7	107.9	97.6	106.4
O=C(O)CC1CC(O)CCC1=O (configuration not stated)	91.6	98.7	115.7	.	105.5	96.6	97.6	102.9
CN(C)c1ccc(-c2ccc(-c3ccc(C(=N)N)cn3)o2)cc1	-75.5*	-84.2*	-85.4*	-83.8*	-94.8*	-79.6*	-95.8*	-97.9*
CN(C)NC=O	116.4	111.1	124.1	106.4	77.2	97.3	108.3	101.3
N=C1C(=O)NC(=O)C1c1ccccc1 (configuration not stated)	113.7	113.6	95.3	102.1	104.3	118.2	101.6	.
S=C(Nc1ccccc1)Nc1nnc2c3c4c(sc3ncn12)CCCC4	112.5	114.6	93.1	98.7	91.0	107.3	91.4	90.9
CCCCCCOC(=O)/C=C(\CC(=O)OCCCCCC)C(=O)OCCCCCC	96.0	103.9	118.2	112.6	93.0	101.2	103.4	98.3
Cc1ccc(/C=N/NC(=O)C(=O)Nc2ccc(Cl)c([N+](=O)[O-])c2)cc1	.	107.5	.	101.3	96.9	116.8	104.2	116.4
O=C(O)C1CCCN1C(=O)c1ccc(Cl)cc1 (configuration not stated)	91.0	95.3	.	87.7	98.3	104.3	96.6	105.4
O=C1N(Cc2ccccc2Cl)c2ccccc2C12NN=C(c1cccc(Cl)c1)S2 (configuration not stated)	-23.6*	2.2*	-23.1*	18.9	-19.4*	7.1*	14.5	-44.3*
CC(C)(C)[Si](C)(C)OCC1CCC(n2cnc3c(NC(=O)c4ccccc4)ncnc32)O1 (configuration not stated)	.	96.2	95.2	108.2	99.1	101.9	93.6	88.6
CCN(CCO)C(C(=O)c1ccc(OC)cc1)c1ccc(OC)cc1 (configuration not stated)	101.7	102.6	98.3	105.3	97.3	106.1	99.6	83.9
O=c1[nH]c(CSc2nc3sc4c(c3c(=O)[nH]2)CCCC4)nc2ccccc12	414.5	115.6	81.6	.	95.4	123.0	101.9	117.5
COc1ccc(OCC(O)CN2CCN(c3ccccc3Cl)CC2)cc1 (configuration not stated)	95.5	114.9	89.8	101.9	92.2	142.0	93.1	86.1
O=[N+]([O-])c1nccn1C1OC(CO)C(O)C1O (configuration not stated)	137.7	108.8	111.0	89.2	95.8	113.9	110.1	112.0
CCN(CC)CCC(C(N)=O)c1ccccc1 (configuration not stated)	97.0	102.3	91.9	85.1	100.4	112.3	99.8	99.7
COc1ccc(-c2c(NC(C)=O)noc2-c2cc3c(c(OC)c2OC)OCO3)cc1	98.6	109.1	81.5	100.2	99.3	102.6	91.5	102.0
CC1SC(c2ccc(N(C)C)cc2)N(NC(=O)C(O)(c2ccccc2)c2ccccc2)C1=O (configuration not stated)	87.6	84.3	103.9	105.8	87.7	111.4	98.8	79.9
COC(=O)c1ccccc1C(=O)O	111.7	114.9	111.8	102.9	96.5	116.6	99.7	104.9
COc1cc(/C=C/c2cc(/C=C/c3ccc(O)c(OC)c3)n(C(=O)Nc3ccccc3Cl)n2)ccc1O	8.3*	4.1*	-12.3*	1.3*	1.2*	12.1	-23.8*	1.0*
CC(=O)OCC1OC(OC(C)=O)C(NC(=O)NS(=O)(=O)c2ccc(F)cc2)C(OC(C)=O)C1OC(C)=O (configuration not stated)	98.9	104.4	104.3	104.2	96.2	104.4	103.4	95.9
Clc1ccc(-c2cc(-c3cccc4ccccc34)n3c(n2)nc2ccccc23)cc1	32.1	72.1	104.9	56.6	55.6	75.8	44.3	46.7
COc1ccc2c(c1)SC1=NC=C(C(=O)NNC(=O)c3ccncc3)[C@H](c3ccccn3)N12	89.5	55.9	64.0	85.4	90.1	.	.	.
O=c1c2c3c(sc2n2c(SCc4nnc(Nc5ccccc5)s4)nnc2n1Cc1ccccc1)CCCC3	99.4	110.1	97.6	109.6	95.4	132.0	102.0	81.2
CN1CCC(CN2c3ccccc3Sc3ccccc32)C1 (configuration not stated)	79.8	88.5	114.5	88.6	76.5	.	76.6	90.4
Cc1ccc(-n2nnc(C(=O)O)c2-c2ccc3c(c2)OCO3)cc1	102.1	100.3	103.0	102.2	97.5	103.2	103.3	100.7

An excerpt of these results, with two lines to a compound:
Screens in order: MALME-3M, MDA-MB-435, SK-MEL-2, UACC-257, LOX IMVI, SK-MEL-28, SK-MEL-5, UACC-62
- O=c1c2c3c(sc2n2c(SCc4nnc(Nc5ccccc5)s4)nnc2n1Cc1ccccc1)CCCC3
→ 99.4, 110.1, 97.6, 109.6, 95.4, 132.0, 102.0, 81.2
- O=c1[nH]c(CSc2nc3sc4c(c3c(=O)[nH]2)CCCC4)nc2ccccc12
→ 414.5, 115.6, 81.6, ., 95.4, 123.0, 101.9, 117.5

The results go on:
SMILES	MALME-3M	MDA-MB-435	SK-MEL-2	UACC-257	LOX IMVI	SK-MEL-28	SK-MEL-5	UACC-62
O=C1COCCN1c1ccc(Nc2nc(Nc3ccc(N4CCOCC4=O)cc3)nc(OCCCl)n2)cc1	90.1	97.9	92.3	92.5	93.5	92.2	100.1	100.8
CC(=O)OC[C@H]1O[C@@H](OC(C)=O)[C@H](N2C(C(C)=O)=NN(c3ccc(Br)cc3)C2c2ccc(C)cc2)[C@@H](OC(C)=O)[C@@H]1OC(C)=O (some centres not stated)	87.3	79.0	62.6	72.2	66.9	75.1	61.9	45.5
Cc1ccc(C#N)cn1	103.4	95.5	112.6	96.8	105.9	102.8	98.3	108.1
Oc1[nH]c2ccc(Cl)cc2c1N=Nc1nc(N=Nc2c(O)[nH]c3ccc(Cl)cc23)nc(N2CCOCC2)n1	56.4	63.5	65.3	82.0	23.2	55.0	46.1	51.6
C[n+]1ccc(NC(=O)c2ccc(NC(=O)c3cccc(C(=O)Nc4ccc(C(=O)Nc5cc[n+](C)cc5)cc4)c3)cc2)cc1	89.5	100.8	113.4	101.2	94.6	107.9	90.2	96.3
CCOC1=CC(=O)CCC1	105.9	103.9	110.4	107.7	105.4	107.4	103.2	108.4
COc1ccc(C(=O)/C=C/c2ccc(OCc3ccc(Cl)cc3)c(OC)c2)cc1OC	82.3	79.4	83.3	83.5	.	83.3	55.2	52.6
COc1ccc(Nc2nn3c(C)cc(C)nc3c2C(=O)Nc2ccccc2)c(OC)c1	116.7	97.6	89.8	96.9	100.7	100.9	103.2	90.6
C=CN(C(=O)N1CCN(c2cc3c(cc2F)c(=O)c(C(=O)O)cn3C2CC2)CC1)c1nc(-c2ccc(OC)cc2)cs1	42.7	19.7	18.4	26.9	1.9*	45.7	-7.2*	16.4
Cc1cc(=O)oc2cc(OCCCCOc3ccc(/C=C/C(=O)Nc4ccc(Cl)cc4)cc3)ccc12	90.6	98.6	105.4	96.6	100.2	103.8	81.8	92.7
COc1cc(/C=C2\NC(=O)N(/C=C3\C(=O)Oc4ccccc4C3=O)C2=O)ccc1O	102.8	99.0	112.6	101.2	95.6	110.0	115.1	101.7
COc1ccn2c(C(C)=O)cc(C(=O)N3c4ccccc4Sc4ccccc43)c2c1	97.5	87.0	79.7	79.2	87.2	68.3	73.7	54.2
COC(=O)c1c2c(c[n+]([O-])c1C)C(=O)C=CC2=O	-97.1*	-81.8*	58.5	-35.1*	47.3	49.0	72.0	0.9*
Cc1ccc(Nc2nc(N)nc(CSCC(=O)N3CCCCC3)n2)cc1	109.6	95.2	111.9	111.8	97.2	101.0	101.0	97.1

A portion from the list above:
SMILES	MALME-3M	MDA-MB-435	SK-MEL-2	UACC-257	LOX IMVI	SK-MEL-28	SK-MEL-5	UACC-62
O=C1COCCN1c1ccc(Nc2nc(Nc3ccc(N4CCOCC4=O)cc3)nc(OCCCl)n2)cc1	90.1	97.9	92.3	92.5	93.5	92.2	100.1	100.8
CC(=O)OC[C@H]1O[C@@H](OC(C)=O)[C@H](N2C(C(C)=O)=NN(c3ccc(Br)cc3)C2c2ccc(C)cc2)[C@@H](OC(C)=O)[C@@H]1OC(C)=O (some centres not stated)	87.3	79.0	62.6	72.2	66.9	75.1	61.9	45.5
Cc1ccc(C#N)cn1	103.4	95.5	112.6	96.8	105.9	102.8	98.3	108.1

Compounds as they come. About 13% of those tested had a hit in this group.
